# Assay outcomes deposited in PubChem BioAssay by National Center for Advancing Translational Sciences (NCATS).
# D1 agonist: Allosteric Agonists of the Human D1 Dopamine Receptor: qHTS | HEK293 T-REx D1 cells, calcium flux, agonist mode | activation, % at 2 µM | 360,000 tested, 1% active | AID 504660, 2011; note: 0% is about no effect
#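 Tetracycline-induced HEK293 TREx D1 cells, force-coupled to calcium signalling, were dye-loaded with a no-wash calcium kit. Compound was pin-added after a 10 s baseline. Fluorescence was read kinetically at 1 cycle/s for 180 s, with calcium rises flagged as agonism.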
# D1 antagonist: Antagonist of Human D 1 Dopamine Receptor: qHTS; D(1A) dopamine receptor (Homo sapiens), P21728; 360,000 tested, 3.2% active; activity change, negative = inhibition, % at 10 µM; HEK293 TREx D1 cells, calcium flux, dopamine EC80; hits give low values; in the data active = activity change below about -30%; note: % is set by controls: 0 for no effect and ±100 for the full control effect
#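 Antagonism measured as reduced calcium response to an EC80 dopamine addition following 180 s compound pre-read; cells were inducible HEK293 Trex D1 plated overnight at 30 C, read kinetically at 1 cycle/sec.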
# D2 antag: HTS Assay for Allosteric Antagonists of the Human D2 Dopamine Receptor: Primary Screen for Antagonists; D(2) dopamine receptor (Homo sapiens), P14416; HEK293 TREx D2 cells, calcium flux, dopamine EC80; inhibition, % at 10 µM; 340,000 tested, 2% active; in the data active = inhibition above about 30%; note: 0% is about no effect
# Target sequence (P14416 whole entry, looked up): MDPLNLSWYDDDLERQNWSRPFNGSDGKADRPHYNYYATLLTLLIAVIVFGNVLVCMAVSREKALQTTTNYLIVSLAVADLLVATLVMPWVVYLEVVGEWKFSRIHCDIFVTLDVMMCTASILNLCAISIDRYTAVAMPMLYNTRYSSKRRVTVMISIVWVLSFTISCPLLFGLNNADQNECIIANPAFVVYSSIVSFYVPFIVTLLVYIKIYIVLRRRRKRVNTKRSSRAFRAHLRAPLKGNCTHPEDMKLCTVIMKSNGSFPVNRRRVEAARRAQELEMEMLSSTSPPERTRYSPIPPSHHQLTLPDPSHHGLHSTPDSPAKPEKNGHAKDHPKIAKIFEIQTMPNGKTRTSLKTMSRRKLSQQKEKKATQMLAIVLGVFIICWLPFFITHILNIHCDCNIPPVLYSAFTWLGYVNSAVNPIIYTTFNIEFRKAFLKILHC
#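 Calcium mobilization kinetics were recorded at 1 s intervals in tetracycline-induced HEK293 T-REx D2 cells, first for 180 s after compound addition and then 180 s after EC80 dopamine.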
# RXFP1 antag: qHTS Assay for Antagonists of the Relaxin Receptor RXFP1; Relaxin receptor 1 (Homo sapiens), Q9HBX9; HEK293-RXFP1, relaxin-stimulated cAMP HTRF, 30 min; hits give low values; activity change, negative = inhibition, % at 57.5 µM; 350,000 tested, 0.59% active; AID 1259400, 2018;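 active = activity change of -60% or lower, but not beyond a set lower limit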; note: % is set by controls: 0 for no effect and ±100 for the full control effect
# D2 PAM: HTS Assay for Positive Allosteric Modulators of the Human D2 Dopamine Receptor: Primary Screen for Potentiators; 340,000 tested, 0.34% active; HEK293 T-REx D2, calcium flux, EC20 dopamine potentiation; potentiation, % at 10 µM; D(2) dopamine receptor (Homo sapiens), P14416;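 active = potentiation over 3 SD above the plate norm, cut at about 30% in these data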; note: 0% is about no effect
#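 Using a no-wash calcium dye in inducible, force-coupled HEK293 Trex cells expressing D2, we tracked fluorescence each second for 180 s after compound, then for 180 s after EC20 dopamine to detect augmented signalling.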
# TRHR PAM: qHTS for Small Molecule Agonists and Allosteric Enhancers of Human TRH Receptor: Primary Screen for Enhancers; AID 493056, 2011; TRHR cells, fluo-8 calcium fluorescence, EC20 TRH enhancement; enhancement, % at 2 µM; 360,000 tested, 0.66% active; in the data active = enhancement above about 30%; note: 0% is about no effect
# Target sequence (P34981 whole entry, looked up): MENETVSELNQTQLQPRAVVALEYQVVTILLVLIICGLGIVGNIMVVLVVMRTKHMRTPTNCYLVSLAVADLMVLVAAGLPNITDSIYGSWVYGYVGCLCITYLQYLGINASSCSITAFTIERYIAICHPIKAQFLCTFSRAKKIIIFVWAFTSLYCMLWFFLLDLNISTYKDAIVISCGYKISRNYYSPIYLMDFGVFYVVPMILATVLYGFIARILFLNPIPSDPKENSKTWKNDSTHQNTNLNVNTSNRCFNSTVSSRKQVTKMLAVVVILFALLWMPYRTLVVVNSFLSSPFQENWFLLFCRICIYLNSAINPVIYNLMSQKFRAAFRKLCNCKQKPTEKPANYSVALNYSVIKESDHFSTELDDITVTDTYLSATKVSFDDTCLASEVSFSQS
#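 Enhancer read-out: after compound pinning and an initial kinetic agonist-mode read, an EC20 of TRH (10 nM final) was injected and fluo-8 calcium signal (Ex 480/Em 530) followed at 1 s/cycle for 100 cycles in TRHR-expressing cells.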
# D2 agonist: HTS Assay for Allosteric Agonists of the Human D2 Dopamine Receptor: Primary Screen for Agonists. D(2) dopamine receptor (Homo sapiens), P14416. HEK293 T-REx D2 cells, calcium flux agonist mode. activation, % at 2 µM. 340,000 tested, 0.53% active. AID 485358, 2010;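 active = activation over 3 SD above normal in the single-dose calcium agonist read, cut at about 30% in these data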; note: 0% is about no effect
#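 Agonism is scored from calcium flux in a force-coupled, inducible HEK293 cell line expressing D2, read kinetically for 180 s after compound addition against dopamine controls.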
# TRHR ag: qHTS for Small Molecule Agonists and Allosteric Enhancers of Human TRH Receptor: Primary Screen for Agonists; TRHR cells, calcium flux fluo-8, FDSS agonist mode; 360,000 tested, 0.18% active; Thyrotropin-releasing hormone receptor (Homo sapiens), P34981; activation, % at 2 µM; note: 0% is about no effect
#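 Fluo-8-loaded TRHR cells; 10 s baseline, compound added, kinetic Ca2+ fluorescence read 1/s, agonist mode.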
# D1 potentiator: Potentiators of Human D1 Dopamine Receptor: qHTS; potentiation, % at 10 µM; AID 504651, 2011; D(1A) dopamine receptor (Homo sapiens), P21728; HEK293 TREx D1 cells, calcium flux, dopamine EC20 potentiation; 360,000 tested, 0.036% active; in the data active = potentiation above about 30%; note: 0% is about no effect
# The depositor's hits bear a star; . = not tested or not shown. Cut-off read from the data, not from the text of the source, unless noted: active = activation above about 30%; inactive = the rest. This is a random part of the collection. About 7.1% of those tested had a hit in this group.
SMILES,D1 agonist,D1 antagonist,D2 antag,RXFP1 antag,D2 PAM,TRHR PAM,D2 agonist,TRHR ag,D1 potentiator
O=C(O)c1cc(S(=O)(=O)NC(Cc2c[nH]c3ccccc23)C(=O)O)ccc1Cl (stereo not drawn),3,9,-17,5,17,0,-1.8,-0.1,-8
CCOC(=O)C1(Cc2cccc(OC)c2)CCN(Cc2ccccc2OC)CC1,4,10,.,-31,.,-1,.,0.5,1
Cc1nc2sccn2c1-c1nc(-c2cc3ccccc3o2)cs1,3,2,-14,.,13,0,-1.1,0.1,-10
CCn1ccnc1C(O)c1cccc(OC)c1 (stereo not drawn),2,-1,-3,7,13,9,-1.2,0.7,-3
Cc1ccc2oc(C(=O)NCCC3CCCCO3)c(C)c2c1 (stereo not drawn),4,-29,.,8,.,-6,.,-0.3,5
CCOc1ccc(-c2nc(C#N)c(NCc3ccco3)o2)cc1,3,-1,8,-5,0,0,-0.4,-1.7,-3
CCOC(=O)N1CCN(C(=O)CSCc2ccc(Br)cc2)CC1,3,-16,15,-6,-2,6,-0.8,-1.9,-2
FC(F)(F)c1ccc(-c2nc(=S)[nH][nH]2)cc1,2,1,-10,-17,0,1,-0.2,0.2,1
Cc1ccc(S(=O)(=O)Nc2ccccc2C(=O)Nc2nc(-c3ccc(F)cc3)cs2)cc1,26,-65*,-3,.,17,9,0.0,-0.4,-8
O=C(CN1C(=O)NC(Cc2c[nH]c3ccccc23)C1=O)NCCc1ccccc1 (stereo not drawn),3,1,-19,1,-8,-4,0.5,-0.4,5
CCCc1nc2oc3c(NCC(C)O)ncnc3c2c2c1CCCC2 (stereo not drawn),1,9,-11,-10,10,-1,-0.8,-2.9,5
COc1ccc(N2CCN(C(=O)C(C)n3nc(C)c4sc5ccccc5c4c3=O)CC2)cc1 (stereo not drawn),4,-10,.,-19,-27,7,0.7,0.8,-5
Cc1ccc2nc(/C(C#N)=C\c3ccc(N4CCOCC4)o3)[nH]c2c1,8,-2,-2,.,-3,-2,7.2,6.0,-3
CC(C(=O)NCc1cccs1)N1C(=O)c2ccccc2C1=O (stereo not drawn),3,5,-13,1,5,0,-0.3,0.0,5
Cc1ccc(OCC(=O)Nc2cc(S(=O)(=O)N3CCCCC3)ccc2C)c([N+](=O)[O-])n1,2,0,-14,6,29,0,-0.6,-0.5,-5
CCOc1ccc(/C=N/NC(=O)Nc2ccccc2)cc1,3,-1,6,-10,27,7,0.9,0.6,-1
Cc1ccc(NC(=O)C(C)OC(=O)Cc2c[nH]c3ccccc23)cc1S(=O)(=O)N1CCOCC1 (stereo not drawn),21,-48*,-5,-4,-1,4,-1.0,0.3,-6
COc1ccc(NC(=O)C2COc3ccccc3O2)cc1S(=O)(=O)N1CCOCC1 (stereo not drawn),3,-3,0,12,0,0,5.1,0.0,0
COc1ccc(N2CCN(Cc3cc(=O)oc4cc(C)c(Cl)c(C)c34)CC2)cc1,-3,7,.,-9,.,7,.,0.0,0
Cc1ccc(C)c(NC(=O)Nc2nnc(N(CC(C)C)CC(C)C)s2)c1,0,14,.,-8,-4,-2,-0.2,-0.3,-3
CCOc1ccc(NC(=S)NNC(=O)c2cc(Br)ccc2Cl)cc1,10,-15,-12,-2,11,3,-1.1,-0.5,3
CCC1(c2ccccc2)NC(=O)N(CC(=O)Nc2cccnc2Cl)C1=O (stereo not drawn),17,-12,-67,5,-3,-3,0.5,2.4,-1
CC(=O)NC(CC(=O)NC1CCCCC1)c1ccccc1 (stereo not drawn),0,3,2,-4,0,-3,1.7,-0.1,-6
COc1ccccc1CN1CCCC(CNC(=O)c2cccc3ccccc23)C1 (stereo not drawn),1,6,8,3,-10,-5,0.6,0.5,7
CCOC(=O)CC(=O)CSc1ccc2nnc(-c3ccc(C)cc3)n2n1,2,8,-13,5,-1,-10,-0.5,-0.3,-9
COc1ccc(OC)c(NC(=O)N2CCc3ccccc3C2)c1,-1,9,11,-2,-10,-2,0.4,-0.8,-4
O=C(COc1ccc(/C=N/NC(=O)c2ccncc2)cc1)Nc1ccc([N+](=O)[O-])cc1,0,0,42*,0,.,-4,-3.0,0.1,-15
Cc1cc(C(=O)CCl)c(C)n1CCc1ccccc1,2,-4,0,-36,-1,4,27,-1.1,4
COc1ccc2oc(C(=O)Nc3ccccc3N3CCOCC3)c(C)c2c1,-1,11,-7,-25,7,-14,0.4,0.0,-1
CCN1CCN(Cc2ccc(NC(=O)Nc3ccccc3Cl)cc2)CC1,3,-9,0,.,-8,0,1.7,-0.1,-1
O=C(CCNS(=O)(=O)c1ccc(Br)s1)NCc1ccc(F)cc1,6,-12,9,5,-7,-10,-0.9,0.3,-3
Cc1ccc(C)c2[nH]c(=O)c(C(c3nnnn3Cc3ccco3)N3CCc4ccccc4C3)cc12 (stereo not drawn),2,4,-13,-1,7,-6,1.5,1.2,-2
CC(C)CN(CC(C)C)C(=O)C12CCC(C)(C(=O)O1)C2(C)C (stereo not drawn),4,-5,19,3,6,4,0.3,-0.4,-4
COc1ccc(CNC(=O)CSc2nnc3c(n2)[nH]c2ccc(C)cc23)cc1,1,-3,0,-3,.,2,-3.3,-0.1,-7
CCOc1ccc(NS(=O)(=O)c2ccc(C(=O)N3CCCC3)cc2)cc1,25,5,10,-15,-1,2,1.4,2.2,1
Cc1cccc(Nc2nc(N)nc(CCl)n2)c1C,2,0,-8,-12,5,2,-2.0,-1.1,1
COc1ccccc1N1CCN(c2ccc(N3C(=O)CCC3=O)cc2[N+](=O)[O-])CC1,14,-44*,3,7,-1,0,0.8,1.2,-6
C=CCN1c2ccc(Br)cc2C(=O)CS1(=O)=O,2,-19,4,.,-3,-7,0.4,-0.1,-2
CCc1ccccc1S(=O)(=O)Cc1ccc(C(=O)NCCc2ccc(Cl)cc2)o1,4,0,.,.,-5,-2,-1.2,0.0,-4
N/C(Cc1cccs1)=N\OC(=O)COc1ccc(Cl)cc1Cl,6,-5,.,-10,.,-1,.,0.7,-4
Cc1nnc(C)c2c(C)n(Cc3ccc4c(c3)OCO4)c(C)c12,-3,19,9,13,-4,1,1.1,-0.1,2
NC(=O)C1CCN(C(=O)C2CCN(S(=O)(=O)c3ccccc3)CC2)CC1,1,-1,-4,1,-2,-6,0.2,0.9,.
O=C(COC(=O)c1cccc(S(=O)(=O)NCc2ccccc2)c1)c1ccccc1,6,-9,1,3,-5,0,0.6,-1.1,-7
COC(=O)c1ccccc1NC(=S)NC(=O)c1ccccc1C,0,0,-16,-12,-4,15,0.0,-0.3,-2
COc1ccc(CC(=O)Nc2ccc(S(=O)(=O)N3CCC(C)CC3)cc2)c(OC)c1,-1,14,0,6,2,-2,-0.1,0.4,1
CC(c1ccccc1)N1CC(C(=O)NC2CCCC2)CC1=O (stereo not drawn),2,-2,3,10,2,-1,-0.2,0.0,-6
O=C1C(=O)N(CCOCCO)C(c2ccccn2)/C1=C(\O)c1ccccc1 (stereo not drawn),-1,-7,-7,4,3,11,-0.2,-0.1,-1
CCc1ccc(/C=N/NC(=O)c2nnn(-c3nonc3N)c2CN2CCc3ccccc32)cc1,0,14,-12,-28,4,-5,-0.1,-0.1,-2
Cc1ccccc1NC(=O)c1ccccc1NC(=O)c1ccccc1Cl,0,-2,.,6,-6,-6,-1.5,-0.3,1
Cc1nc(=O)c(-c2ccccc2)c(C)n1-c1ccccc1,5,-3,.,3,.,-3,.,0.4,-3
CC(=O)Nc1ccc(C(=O)COC(=O)CCc2ccccc2)c(F)c1,11,-3,18,-12,1,5,0.2,-0.2,.
CCOC(=O)C1=C(COC(=O)C2CC(=O)N(c3ccc(C)cc3)C2)NC(=O)NC1C (stereo not drawn),3,4,0,-5,7,0,0.5,-0.4,-3
Cc1cccc(CNc2ccc(C(CC(N)=O)NC(=O)c3ccccc3)cc2[N+](=O)[O-])c1 (stereo not drawn),4,9,-5,.,7,9,0.3,-0.8,2
COc1ccc(C(=O)Nc2nc(-c3nnn(-c4ccc(F)cc4F)c3C)ns2)cc1,9,10,.,.,12,-4,0.7,1.3,-1
CC(=O)Nc1ccc(OCCC[n+]2ccccc2)cc1,1,-2,8,1,5,2,1.3,1.2,-6
COc1ccc(-c2noc(C3CCCN(C(=O)CCc4ccccc4)C3)n2)cc1 (stereo not drawn),12,-18,-15,-17,-2,2,0.7,0.9,-6
CCC1(c2ccccc2)NC(=O)N(CC(=O)Nc2ccc(S(N)(=O)=O)cc2)C1=O (stereo not drawn),5,5,-7,0,0,0,0.4,0.1,-1
COc1ccc(CC(=O)Nc2ccc(S(=O)(=O)Nc3cc(C)on3)cc2)cc1,6,-5,7,-2,3,0,-1.6,-3.9,1
NC(=O)C1c2ccccc2CSc2ccccc21 (stereo not drawn),5,13,8,4,-3,2,-1.0,0.0,-4
O=[N+]([O-])c1cccc(-c2ccc(CN3CCN(c4ccccc4)CC3)o2)c1,4,-6,47*,-25,-22,-6,52*,0.4,-4
O=C(N/N=C/c1ccccn1)c1cc(-c2ccc(Cl)s2)[nH]n1,3,-8,-1,-9,5,-2,1.3,-1.1,.
COc1ccc(CN2C(=O)c3ccccc3C2=O)cc1C(=O)Nc1ccc(C)cc1C,0,0,9,3,-5,-3,-0.5,-0.9,-3
COc1cccc(CNC(=O)CN2C(=O)NC(c3ccccc3)(c3ccccc3)C2=O)c1,6,14,-9,0,-1,-2,1.4,-0.5,-1

# A run of entries from further up, for reference:
SMILES,D1 agonist,D1 antagonist,D2 antag,RXFP1 antag,D2 PAM,TRHR PAM,D2 agonist,TRHR ag,D1 potentiator
NC(=O)C1c2ccccc2CSc2ccccc21 (stereo not drawn),5,13,8,4,-3,2,-1.0,0.0,-4
O=[N+]([O-])c1cccc(-c2ccc(CN3CCN(c4ccccc4)CC3)o2)c1,4,-6,47*,-25,-22,-6,52*,0.4,-4
O=C(N/N=C/c1ccccn1)c1cc(-c2ccc(Cl)s2)[nH]n1,3,-8,-1,-9,5,-2,1.3,-1.1,.
COc1ccc(CN2C(=O)c3ccccc3C2=O)cc1C(=O)Nc1ccc(C)cc1C,0,0,9,3,-5,-3,-0.5,-0.9,-3

# An excerpt from above in order of their number in D1 potentiator, lowest first:
Compound | D1 agonist | D1 antagonist | D2 antag | RXFP1 antag | D2 PAM | TRHR PAM | TRHR ag | D1 potentiator
CCc1ccc(/C=N/NC(=O)c2nnn(-c3nonc3N)c2CN2CCc3ccccc32)cc1 | 0 | 14 | -12 | -28 | 4 | -5 | -0.1 | -2
COc1cccc(CNC(=O)CN2C(=O)NC(c3ccccc3)(c3ccccc3)C2=O)c1 | 6 | 14 | -9 | 0 | -1 | -2 | -0.5 | -1
COc1ccc(CC(=O)Nc2ccc(S(=O)(=O)Nc3cc(C)on3)cc2)cc1 | 6 | -5 | 7 | -2 | 3 | 0 | -3.9 | 1
